# EP2 antag: EP2 receptor (human) inhibition; P43116; C6 glioma cells expressing human EP2, cAMP TR-FRET; cells stimulated with saturating PGE2; inhibition, % at 25 µM; actives 0.52% (n = 260,000);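 active means percent inhibition above 40 after rounding to a whole number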;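 further: rat C6 glioma host cells with rolipram phosphodiesterase inhibitor present; the protocol text gives 20 µM as final concentration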
# Target sequence (P43116 whole entry, looked up): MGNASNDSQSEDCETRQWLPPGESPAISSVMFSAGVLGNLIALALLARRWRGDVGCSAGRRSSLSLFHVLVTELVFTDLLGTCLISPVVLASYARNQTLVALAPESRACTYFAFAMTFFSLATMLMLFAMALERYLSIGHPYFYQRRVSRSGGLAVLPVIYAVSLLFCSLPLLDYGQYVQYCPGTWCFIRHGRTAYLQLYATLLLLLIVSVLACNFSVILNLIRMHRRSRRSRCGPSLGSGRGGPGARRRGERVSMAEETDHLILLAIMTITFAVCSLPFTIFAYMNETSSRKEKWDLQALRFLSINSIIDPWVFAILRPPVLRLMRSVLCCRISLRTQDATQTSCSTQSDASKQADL
# PPC-1+TRAIL kill: PPC-1 cancer cell killing with TRAIL present; PPC-1 cells + TRAIL, ATPLite viability luminescence; cell killing (% activity), % at 4 µM; actives 0.41% (n = 220,000); AID 1443;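 active means cell killing above 50% in the first pass at 4 µM, then a duplicate retest at 5 µM averaging 50% or more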;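 further: plate controls were cells with TRAIL plus DMSO for no effect and medium-only wells lacking cells for full effect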
# Active calls of the source: *; . = no result given; [ ] = another dose, or the depositor's remark. Some of the compounds tested; count on the stated rates, not on these rows.
SMILES,EP2 antag,PPC-1+TRAIL kill
CC(=O)Nc1ccc(S(=O)(=O)N2CCCC(c3nc(-c4ccc(Cl)cc4)no3)C2)cc1 (stereo unspecified),19,.
Cc1ccc2cc(C#N)c(SCC(=O)NCC3CCCO3)nc2c1C (stereo unspecified),.,-14
CCCCCCn1c(=O)c(-c2nc3ccccc3c(=O)[nH]2)c(O)c2ccccc21,.,4
Clc1cccc(-c2nn3c(-c4ccncc4)nnc3s2)c1,.,5
COc1cccc(C2C(C(=O)c3cccs3)=C(O)C(=O)N2CCCn2ccnc2)c1OC (stereo unspecified),.,2
Brc1ccc(-c2nn3c(-c4ccncc4)nnc3s2)o1,.,11
Cc1nnc(NC(=O)CCC(=O)N2CCN(CCc3ccccc3)CC2)s1,.,6
Cc1ccc(S(=O)(=O)Oc2ccc(/C=N/N=C3/NC(=O)C(CC(=O)O)S3)cc2)cc1 (stereo unspecified),.,9
CCN1CCN(Cc2ccc3c(c2)Cc2ccccc2-3)CC1,.,0
CCOc1ccccc1NC(=O)c1c(NC(=O)CNCc2ccco2)sc2c1CCC2,.,4
c1ccc(-n2ncc3c(N4CCN(c5ccccn5)CC4)nc(N4CCOCC4)nc32)cc1,.,10
Cc1cc(N2CCN(C3CCCC3)CC2)n2ncc(-c3ccccc3)c2n1,.,0
COc1ccc(/C(O)=C2\C(=O)C(=O)N(CCCN(C)C)C2c2ccccc2F)cc1Cl (stereo unspecified),.,4
CCCc1nc(SCC(=O)c2ccc(OC)cc2)c2c(=O)n(C)c(=O)n(C)c2n1,.,4
Cc1cccn2c(=O)c3cc(C(=O)NCCCN4CCOCC4)n(C)c3nc12,.,3
c1cnc(N2CCN(c3ncnc4c3oc3ccccc34)CC2)nc1,.,4
CCOC(=O)c1ccc2c(c1)nc(COc1ccccc1C#N)n2CC,.,18
CCCCc1nc2ccccc2c(=O)n1NC(=O)c1c(O)c2cccc3c2n(c1=O)CCC3,.,-4
Cc1nc(NC2=NCN(Cc3ccco3)CN2)nc2ccccc12,.,8
COCCCn1c(=NC(=O)c2ccc3c(c2)OCO3)c(C#N)cc2c(=O)n3cccc(C)c3nc21,.,-6
O=C1c2oc3ccc(Br)cc3c(=O)c2C(c2cccnc2)N1Cc1ccco1 (stereo unspecified),.,25
CC(C)Cn1cnc2c(N)nc3ccccc3c21,.,6
CCCn1c2c(c(O)c(C(=O)Nc3ccccn3)c1=O)CCCC2,.,6
CCN(CC)CCCN1C(=O)C(=O)/C(=C(/O)c2ccc3c(c2)CC(C)O3)C1c1ccncc1 (stereo unspecified),.,-16
CCc1c(C)nc(N)n2c(SCC(=O)N3CCN(c4ccccc4F)CC3)nnc12,.,-12

# Part of the list above in order of molar mass, low to high:
SMILES,EP2 antag,PPC-1+TRAIL kill
Cc1nc(NC2=NCN(Cc3ccco3)CN2)nc2ccccc12,.,8
CCCn1c2c(c(O)c(C(=O)Nc3ccccn3)c1=O)CCCC2,.,6
Brc1ccc(-c2nn3c(-c4ccncc4)nnc3s2)o1,.,11
CCCc1nc(SCC(=O)c2ccc(OC)cc2)c2c(=O)n(C)c(=O)n(C)c2n1,.,4
c1ccc(-n2ncc3c(N4CCN(c5ccccn5)CC4)nc(N4CCOCC4)nc32)cc1,.,10

# Following part.
SMILES,EP2 antag,PPC-1+TRAIL kill
COc1ccc(-c2ccc(-c3noc(-c4ccc(OC)c(OC)c4)n3)c(OC)n2)cc1,.,0
O=C(CSc1ccc2nnc(-c3ccncc3)n2n1)N1CCc2ccccc21,.,11
Cc1cc(C)c2nc(NC3=NCN(CCN4CCOCC4)CN3)nc(C)c2c1,.,16
Cc1cc(C)n(-c2nc(SCC(=O)NCC3CCCO3)c3c4c(sc3n2)CCCC4)n1 (stereo unspecified),.,16
O=c1c2c3nc4ccccc4nc3n(-c3ccc4c(c3)OCCO4)c2ncn1C1CCCC1,.,0
COc1ccc(/C(O)=C2/C(=O)C(=O)N(CCCN(C)C)C2c2cccnc2)cc1 (stereo unspecified),.,2
CSc1nc(N2CCN(CCO)CC2)c2sc3nc(-c4ccco4)c4c(c3c2n1)CCC4,.,-6
COc1ccc(OC)c(N/C(=N\c2nc(C)cc(C)n2)NC(=O)c2ccco2)c1,.,14
Clc1cccc(-c2nnc3sc(-c4ccc5c(c4)OCO5)nn23)c1,.,-9
O=C(Nc1cccc(NC(=O)c2nccc3ccccc23)c1)c1ccco1,.,14
Cc1cccc(N2CCCn3c2nc2c3c(=O)n(CC(=O)OCc3ccccc3)c(=O)n2C)c1,.,7
O=C1CCCCCN1CP(=O)(O)CN1CCOCC1,.,-6
O=C(NC1CCCCCC1)c1c(O)c2cccc3c2n(c1=O)CCC3,.,-18
CCOc1ccc(NC(=O)CN2CCC(NC(=O)C3CCCCC3)CC2)cc1,.,14
Cc1ccc2nc3c(cc(C#N)c(=O)n3CCN3CCOCC3)c(=O)n2c1,.,23
CCN(CC)CCN1C(=O)C(O)=C(C(C)=O)C1c1ccccc1 (stereo unspecified),.,2
O=c1oc2c(CN3CCCCCC3)c(O)ccc2cc1-c1nc2ccccc2[nH]1,.,-9
CCOC(=O)c1sc2ncn(/N=C/c3ccccn3)c(=O)c2c1C,.,29
CN(C)CCCNc1c2c(c(C#N)c3nc4ccccc4n13)CCC2,.,-7
COc1nc2ccccc2cc1-c1noc(-c2cccnc2)n1,.,12
COC(=O)c1ccc(CSc2ccc3nnc(-c4cccnc4)n3n2)o1,.,10
CC(C)c1nc2oc3c(N4CCN(C)CC4)ncnc3c2c2c1CCC2,.,29
C=CCn1c(=N)c(C(=O)OC)cc2c(=O)n3cccc(C)c3nc21,.,9
Cn1c(-c2nonc2NC(=O)c2ccc(C(C)(C)C)cc2)nc2ccccc21,.,4
Cc1oc(-c2ccccc2Cl)cc1-c1nn2c(-c3ccco3)nnc2s1,.,-3

# Carrying on.
SMILES,EP2 antag,PPC-1+TRAIL kill
CCOC(=O)c1cnn(-c2nc(C)nc3sc4c(c23)CCC4)c1N,.,10
COc1ccc(N2CCn3c2nc2c3c(=O)n(CCN3CCOCC3)c(=O)n2C)cc1,.,13
CCCCCOc1ccc(/C=c2\sc3ncnn3c2=O)cc1,.,13
CCc1ccc(N2CCCn3c2nc2c3c(=O)n(CCN3CCOCC3)c(=O)n2C)cc1,.,11
Cc1oc(/N=C/c2c(O)ccc3ccccc23)c(C#N)c1C,.,5
CCN1CCN(c2ncnc3c2sc2nc(N4CCOCC4)c4c(c23)CCC4)CC1,.,17
COc1ccc(C2c3c(oc4c(C)cc(C)cc4c3=O)C(=O)N2Cc2cccnc2)cc1OC (stereo unspecified),.,25
CCn1c(=O)c(C(=O)Nc2cnccn2)c(O)c2ccccc21,.,-5
Cc1nc(N2CCN(C(c3ccccc3)c3ccccc3)CC2)nc2c1C(=O)CCC2,.,11
Cn1cnnc1SCC(=O)N1c2ccccc2-c2c(ssc2=S)C1(C)C,.,10
Cc1ccnc(SCCn2c(N3CCN(C)CC3)nc3c2c(=O)[nH]c(=O)n3C)n1,.,34
COc1cccc(-c2nnc3sc(-c4ccc(Cl)cc4)nn23)c1,.,17
Cc1cnc(C(=O)Nc2ccc(C(=O)N(C)C3CCCCC3)cc2)cn1,.,16
CSC1=Nc2sc3c(c2C2=NCCN12)CCCC3,.,16
Cc1nc2c(c(=O)n1Cc1ccco1)c1nc3ccccc3nc1n2Cc1ccccc1,.,-5
Cc1ccc(S(=O)(=O)c2cc3c(=O)n4cc(C)ccc4nc3n(CC3CCCO3)c2=N)cc1 (stereo unspecified),.,14
Cc1nc(NC2=NCN(Cc3cccnc3)CN2)nc2c(C)cccc12,.,22
CCc1c(C)nc(N)n2c(SCC(=O)N3CCN(c4ccccc4OC)CC3)nnc12,.,-4
CCCn1c(C)cc(C(=O)CSc2nnc3n(CCC)c(=O)c4ccccc4n23)c1C,.,16
CCn1c2ccccc2c2cc(C3C(C#N)=C(N)OC4=C3C(=O)CC(C)(C)C4)ccc21 (stereo unspecified),.,13
Cn1c(=O)c2c(nc(N3CCN(Cc4ccccc4)CC3)n2CCSc2ncccn2)n(C)c1=O,.,8
CCc1nc2ccccc2n(CCOCCn2c(=O)c(CC)nc3ccccc32)c1=O,.,-10
O=C1CCCC2=C1C(c1c(Cl)nc3sccn13)C1=C(CCCC1=O)N2,.,20
COC(=O)c1ccccc1NC(=O)c1c(O)c2cccc3c2n(c1=O)CCC3,.,16
COC(=O)c1cc2c(=O)n3ccccc3nc2n(C)c1=N,.,2

# Six records picked at random from those above:
SMILES,EP2 antag,PPC-1+TRAIL kill
O=C1c2oc3ccc(Br)cc3c(=O)c2C(c2cccnc2)N1Cc1ccco1 (stereo unspecified),.,25
Cn1c(-c2nonc2NC(=O)c2ccc(C(C)(C)C)cc2)nc2ccccc21,.,4
Cc1ccc(S(=O)(=O)c2cc3c(=O)n4cc(C)ccc4nc3n(CC3CCCO3)c2=N)cc1 (stereo unspecified),.,14
COc1ccc(OC)c(N/C(=N\c2nc(C)cc(C)n2)NC(=O)c2ccco2)c1,.,14
CCOc1ccccc1NC(=O)c1c(NC(=O)CNCc2ccco2)sc2c1CCC2,.,4
Brc1ccc(-c2nn3c(-c4ccncc4)nnc3s2)o1,.,11

# (further entries)
SMILES,EP2 antag,PPC-1+TRAIL kill
CCn1cc(C(=O)NC2CC3CCC2C3)c(=O)c2ccc(C)nc21 (stereo unspecified),.,-3
COc1ccc(-c2nsc3c(N4CCN(S(=O)(=O)c5ccccc5)CC4)ncnc23)cc1,.,-8
CCOC(=O)N1CCC(NC(=O)C(NC(=O)C2CCCCC2)C(C)C)CC1 (stereo unspecified),.,-14
CCOC(=O)c1cc2c(=O)n3ccccc3nc2n(Cc2ccccc2Cl)c1=N,.,17
O=C1CCCC2=C1C(c1ccccc1)C1=C(CCCC1=O)O2,.,-22
Cc1ccc2[nH]c(=O)c(CN(CC3CCCO3)C(=O)c3ccco3)cc2c1 (stereo unspecified),.,3
O=c1c2c3c(sc2n2cnnc2n1C1CCCCC1)CCC3,.,8
Cn1c(SCC(=O)Nc2cc(=O)n(C)c(=O)n2C)nnc1-c1cccs1,.,14
Cc1ccc2nc(NC3=NCN(CCc4ccccc4)CN3)nc(C)c2c1,.,8
CCc1cc(=O)oc2cc(OCC(=O)N3CCc4ccccc43)ccc12,.,0
CN(C)CCN1C(=O)c2oc3ccccc3c(=O)c2C1c1ccccc1 (stereo unspecified),.,2
CCOC(=O)c1c(C)[nH]c(C(=O)COC(=O)c2cn(CC)c3nc(C)ccc3c2=O)c1C,.,0
CCN(CC)CCCN1C(=O)C(=O)/C(=C(/O)c2ccc(OC)c(Cl)c2)C1c1ccco1 (stereo unspecified),.,6
Cc1ccc2nc(Nc3nc(=O)c4ccccc4n3C)nc(C)c2c1,.,15
Cc1nc(NC2=NCN(Cc3ccccc3)CN2)nc2ccccc12,.,8
COc1ccc(N2CC(C)Cn3c2nc2c3c(=O)n(CCc3ccccc3)c(=O)n2C)cc1 (stereo unspecified),6,21
COc1ccc(CNS(=O)(=O)c2ccc(S(=O)(=O)N3CCCCC3)cc2)cc1,9,7
CCCn1nc(NC(=O)c2ccco2)c2cc3ccc(C)cc3nc21,13,-1[5 µM]
O=C1C(=O)N(CCCn2ccnc2)C(c2cccnc2)/C1=C(/O)c1ccc(F)cc1 (stereo unspecified),10,11
CC(=O)Nc1nc(CC(=O)c2ccccc2)cs1,8,29
CCOC(=O)c1c(NC(=O)c2cccs2)sc2c1CCC2,76*,24
CC(C)(C)Nc1ncnc2c1cnn2-c1ccccc1,15,27
COc1cc(OC)cc(-n2c3nc4ccccc4nc3c3c(=O)n(CC4CCCO4)cnc32)c1 (stereo unspecified),23,-5
COc1ccc(N2C(=O)CC(NCc3cccc(F)c3)C2=O)cc1 (stereo unspecified),13,-4
COc1ccc(N2CCCn3c2nc2c3c(=O)n(CCc3ccccc3)c(=O)n2C)cc1,24,24

# Next records.
SMILES,EP2 antag,PPC-1+TRAIL kill
CCOc1ccc2[nH]c(=O)c(CN(CC3COCCO3)C(=O)c3ccco3)cc2c1 (stereo unspecified),22,30
COc1ccccc1NC(=O)N(CCCN1CCOCC1)Cc1cc2cc3c(cc2[nH]c1=O)OCO3,12,-9
CCN1C(=O)c2cccc3c(N)ccc1c23,15,-12
O=C1c2oc3ccc(Cl)cc3c(=O)c2C(c2ccccn2)N1CCCN1CCOCC1 (stereo unspecified),9,24
CCOC(=O)Cn1c(=O)c2c(nc(Br)n2Cc2ccc(Cl)cc2)n(C)c1=O,6,9
COc1ccc(CCNC(=O)c2c(O)c3cccc4c3n(c2=O)CC4)cc1OC,5,19
Cc1oc(-c2ccc(F)cc2)cc1-c1nn2c(-c3ccoc3C)nnc2s1,8,-1
Cc1cc(C)nc(N2CCN(c3ncnc4c3cnn4Cc3ccc(Cl)cc3Cl)CC2)n1,10,29
CN1C(=O)c2c(sc3c2CC(C)(C)SC3)N2CCN=C12,21,16
CCn1c(SCC(=O)N2c3ccccc3Sc3ccccc32)nc2c1c(=O)n(C)c(=O)n2C,7,17
CC(=O)Oc1ccc(N2C(=O)C3C(C2=O)C2(C)C=CC3(C)O2)cc1 (stereo unspecified),136*,-19
O=C(NCCNC(=O)C(F)(F)F)c1ccncc1,11,9
COc1ccc2nc(C)c(C(=O)OCCN(C)C)cc2c1,12,13
CC(C)n1c(SCC(=O)c2ccc3c(c2)OCCO3)nc2c1c(=O)n(C)c(=O)n2C,16,18
Cc1nc2c(c(=O)n1CCC(C)C)c1nc3ccccc3nc1n2Cc1ccc2c(c1)OCO2,15,2
COc1ccc(N2CCN(C(=O)CSc3nc4cc(OC)c(OC)cc4cc3C#N)CC2)cc1,15,12
Cc1ccc(-c2nnc(CSc3nc(C)nc4sc(C)c(C)c34)o2)cc1,8,41
Cc1coc2c(C)c3oc(=O)c4c(c3cc12)CCCC4,6,12
O=C(Nc1ccc(C2CCCCC2)cc1)C1CCCN(c2ncccn2)C1 (stereo unspecified),6,2
CC1(C)Cc2c(sc3c2c(=N)n(Cc2ccco2)c(=O)n3CC(=O)Nc2ccc(Cl)cc2)CO1,9,24
Cc1nnc2sc(-c3ccc(-c4ccc(Cl)c(C(F)(F)F)c4)o3)nn12,0,1
CN1CCN(c2nc(-c3ccccc3)nc3c2oc2ccccc23)CC1,13,9

# Compound activity (PubChem)
